Assay outcomes deposited in PubChem by Fisher Drug Discovery Resource Center.
hcGAS lum – inhibitors of human cGAS. Q8N884. recombinant h-cGAS, ATP depletion, Kinase-Glo luminescence. inhibition, % at 12.5 µM. 290,000 compounds, 0.081% hits. AID 1259398;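 further: 0% = vehicle reaction and 100% = reaction without DNA for no activity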
Target sequence (Q8N884 whole entry, looked up): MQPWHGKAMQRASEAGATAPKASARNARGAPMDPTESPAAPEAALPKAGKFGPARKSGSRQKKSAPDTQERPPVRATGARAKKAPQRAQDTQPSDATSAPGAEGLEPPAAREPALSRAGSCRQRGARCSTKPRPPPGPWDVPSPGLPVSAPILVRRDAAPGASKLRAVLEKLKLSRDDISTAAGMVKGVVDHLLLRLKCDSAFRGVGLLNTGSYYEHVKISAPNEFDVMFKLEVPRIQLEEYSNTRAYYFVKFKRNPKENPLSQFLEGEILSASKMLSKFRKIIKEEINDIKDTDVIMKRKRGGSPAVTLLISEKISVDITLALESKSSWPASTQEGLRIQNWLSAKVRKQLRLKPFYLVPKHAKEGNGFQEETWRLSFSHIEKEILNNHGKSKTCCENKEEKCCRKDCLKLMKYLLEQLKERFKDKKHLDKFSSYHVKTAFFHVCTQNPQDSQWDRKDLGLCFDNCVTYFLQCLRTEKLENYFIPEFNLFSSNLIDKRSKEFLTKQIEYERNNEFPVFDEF
NPYLR7 ag – activates Aedes aegypti NPYLR7 receptor | HEK293T NPYLR7/Galpha15, GCaMP6s calcium fluorescence | 270,000 compounds, 0.15% hits | AID 1259423 | activation, % at 10 µM; in the data active means activation above about 40%;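 further: 0% = vehicle and 100% = reference agonist at the receptor; some compounds past the cut are filed as inactive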
mcGAS lum – mouse cGAS inhibition by luminescence | Q8C6L5 | recombinant cGAS, Kinase-Glo ATP depletion luminescence | inhibition, % at 12.5 µM | 160,000 compounds, 0.15% hits | AID 1259399;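 further: 0% = negative control wells and 100% = reference inhibitor with no enzyme activity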
* hit, by the source's call; · = not tested or not shown. Unless noted, no stated cut-off is given here; in the data, active means inhibition above about 40%; inactive means the rest.

Every second line gives: hcGAS lum | NPYLR7 ag | mcGAS lum
COc1ccc(OC)c(S(=O)(=O)Nc2cc(Cl)ccc2OC)c1
    -7 | 2 | -8
CCc1nc(N2CCC(N3CCCC(C(=O)N4CCCC4)C3)CC2)ncc1C (configuration not stated)
    0 | -3 | ·
O=C1CN(C(=O)c2ccc(OC3CCCC3)cc2)c2ccncc2N1
    4 | 4 | 5
CC(=O)Nc1cccc(NC(=O)c2cccc(C)n2)c1C
    -12 | 0 | ·
Cc1ccc2c(c1)OCCN2S(=O)(=O)N(C)C(C)C1CC1 (configuration not stated)
    -14 | 12 | ·
C=C(C)CSc1nc2c(c(=O)[nH]c(=O)n2C)n1CCCc1ccccc1
    -5 | 32 | ·
COc1cc2c(c(OC)c1OC)CCN(CCn1cncn1)CC2
    0 | 3 | ·
CC(C)(C)c1ccc(NC(=O)CC2CCOC2)cc1 (configuration not stated)
    -8 | 11 | ·
CCCCCC(O)c1nnc(Nc2ccc3c(c2)OCO3)s1 (configuration not stated)
    -4 | 18 | -6
COc1ccc(C2CC(=O)NCCN2Cc2cnc[nH]2)cc1 (configuration not stated)
    -2 | 12 | ·
COc1cc2c(cc1OC)C(c1cccc(C(F)(F)F)c1)N(C(=O)Nc1ccc(C)cc1)CC2 (configuration not stated)
    3 | 10 | 2
CCN1C(=S)NC(c2cccc(NS(C)(=O)=O)c2)C(C(=O)OCC(C)C)=C1C (configuration not stated)
    -3 | -8 | -1
O=C(Cn1nc2ccc(SC3CCCCC3)nn2c1=O)Nc1ccc(F)c(F)c1
    -6 | -3 | -8
CCCCCCC(=O)Nc1nnc(SCc2ccc(Cl)c(Cl)c2)s1
    -4 | -2 | -4
O=C(OCC(=O)N1CCOCC1)c1cc2cc(F)ccc2s1
    0 | 0 | -6
CCC(C)n1c(C)c(C)n2c3c(=O)n(CCN4CCCCC4)c(=O)n(C)c3nc12 (configuration not stated)
    -5 | -8 | ·
COC(=O)C1=C(C)NC(C)=C(C(=O)OC)C1C(=O)OCC(=O)N1CCN(C(C)=O)CC1
    -2 | 5 | ·
CC(NC(=O)C1CCN(Cc2ccc(Cl)c(Cl)c2)CC1)c1ccc(F)cc1 (configuration not stated)
    -3 | 0 | ·
Cc1nnc(CN(Cc2ccc(OC(F)(F)F)cc2)C(C)(C)C)o1
    -11 | 1 | ·
CCOC(=O)C1CCN(C(c2ccncc2)c2c(O)cc(C)n(CCOC)c2=O)CC1 (configuration not stated)
    -6 | 10 | ·
CC(=O)OC(C)(C)C(=O)N1CCc2ccccc2C1c1ccc(F)cc1 (configuration not stated)
    -12 | 6 | -3
COc1ccc(OCC2CN(C(=O)c3cccc(C#N)c3)CCO2)cc1 (configuration not stated)
    -4 | 29 | ·
Cc1nnc(C(=O)N2CCC(Sc3ccccc3C)CC2)o1
    -7 | 11 | ·
CCC(CC)S(=O)(=O)NC(=O)c1c(C)nn(CC)c1Cl
    7 | 2 | ·
CC(C)Cn1nc(C(=O)N2CCCC2)c2c1CCC(NCC1(c3ccccc3)CCOCC1)C2 (configuration not stated)
    -30 | 19 | -9
CCn1nc(CC(C)C)cc1C(=O)N1CCCN(C)C2(CCN(C)CC2)C1
    -3 | 3 | ·
COC(=O)Cn1c(=O)c2c(nc3n2CCN3c2ccc(C)c(C)c2)n(C)c1=O
    -5 | 9 | ·
CC(C)CC(=O)N(Cc1csc(COc2cccc3ccccc23)n1)C1CC1
    -5 | 22 | -6
Cc1nc(C(C)C)sc1C(=O)N(C)Cc1nncn1C(C)C
    7 | 2 | ·
O=C(NCc1cccs1)c1cccnc1N1CCN(C(=O)c2ccc(-c3ccc(F)c(F)c3)s2)CC1
    -5 | 2 | -7
CCOc1cc(/C=C2\C(=O)NC(=O)N(c3ccc(Br)cc3)C2=O)ccc1O
    3 | -4 | -3
COc1ccc(C(NC(=O)C2CCN(CCOc3ccc(Cl)cc3)CC2)c2cccs2)cc1 (configuration not stated)
    -4 | 6 | -5
CN(C)c1ccc(-c2nnc(NC(=O)C(Cc3ccccc3)NC(=O)C(C)(C)CCl)s2)cc1 (configuration not stated)
    -10 | · | -6
Fc1cccc(Cl)c1Cc1noc(/C=C/c2ccccc2Cl)n1
    -1 | -10 | -3
CCNC(=O)N(CCN1CCOCC1)Cc1nccn1Cc1ccccc1F
    -9 | 20 | -5
CCOc1ccccc1C(=O)Nn1cnc2c(cnn2C(C)(C)C)c1=O
    -6 | 0 | ·
CCC(=O)Nc1ccc(C(=O)n2ccc(C)n2)cc1
    0 | -3 | ·
O=C(NC1CC1)c1ccc(Nc2c(Oc3ccccc3)cnn(Cc3ccccc3)c2=O)cc1
    -3 | -3 | -3
COCCN(C(=O)Nc1ccc([N+](=O)[O-])cc1)C(C)c1nc2ccccc2c(=O)n1-c1ccc(C)c(C)c1 (configuration not stated)
    -7 | -7 | -4
COc1ccc(N2CCN(S(=O)(=O)c3ccc(C)cc3)C(C)C2=O)c(OC)c1 (configuration not stated)
    -4 | 10 | -5
CCN(CCn1cccn1)C(=O)c1cc(COc2cccc3cnccc23)on1
    -6 | 10 | ·
CN1CCN(c2c(S(=O)(=O)c3ccc(Cl)cc3)cnc3cc4c(cc23)OCCO4)CC1
    -4 | 8 | -4
Cc1ccccc1C(=O)N1CCOC(Cc2ccccc2)C1 (configuration not stated)
    -4 | -1 | ·
Cn1c(O)c(C=Nc2sc3c(c2C#N)CCC3)c(=O)n(C)c1=O
    -7 | 2 | -7
O=C(CCN1CCOCC1)N1CCC2(CCNCC2)CC1
    -6 | 7 | ·
O=C(c1cccs1)N1CCN(Cc2nc(CCc3ccccc3)no2)CC1
    -4 | 2 | -9
CCC(COC)Nc1nc(-c2cccnc2)nc2c1CCN(C(C)=O)C2 (configuration not stated)
    -9 | 6 | ·
COc1ccc(N2CCn3c2nc2c3c(=O)n(C)c(=O)n2C)c(OC)c1
    -9 | -6 | ·
O=c1[nH]nnn1-c1ccccc1
    -4 | -4 | ·
Cc1cc(C)n(-c2cc(N3CCN(C(=O)Cc4ccc(F)cc4)CC3)ncn2)n1
    -4 | -3 | -8

Continuation:
Every second line gives: hcGAS lum | NPYLR7 ag | mcGAS lum
CC1ON=C(c2cnccn2)N(Cc2ccc(F)cc2)C1=O (configuration not stated)
    -3 | 1 | ·
O=C(NCCC(c1ccccc1)c1ccccc1)c1cc(-c2ccccc2F)nn1-c1ccc(Cl)cc1
    -1 | -2 | -5
COCCN(CC(=O)N(Cc1ccc(F)cc1)Cc1ccc(C)s1)C(=O)C(C)C
    -3 | -3 | -4
O=C(NC1CCCC1)c1ccccc1CS(=O)(=O)c1ccccc1
    -2 | 3 | ·
CCCC(NC(=O)c1c(C)noc1C)c1cccs1 (configuration not stated)
    -6 | -4 | ·
CCOc1ccc(C2C(C(=O)OC)=C(C)NC3=C2C(=O)CCC3)cc1OC (configuration not stated)
    1 | -7 | 1
CCc1ccccc1C1c2cccn2CCCN1Cc1cccc(OC)c1 (configuration not stated)
    -6 | 25 | -5
C=CCCOC(=O)N1CC(=O)N(Cc2c(OC)cccc2OC)CC(O)C1 (configuration not stated)
    4 | 7 | -6
CC(=NNC(=O)Cc1cccn1C)c1ccco1
    -7 | 7 | ·
Cc1[nH]n(-c2ccc([N+](=O)[O-])cc2)c(=O)c1N=Nc1nccs1
    3 | -13 | 4

Part of the list above, as comma-separated lines:
compound,hcGAS lum,NPYLR7 ag,mcGAS lum
CCCC(NC(=O)c1c(C)noc1C)c1cccs1 (configuration not stated),-6,-4,·
CCOc1ccc(C2C(C(=O)OC)=C(C)NC3=C2C(=O)CCC3)cc1OC (configuration not stated),1,-7,1
CCc1ccccc1C1c2cccn2CCCN1Cc1cccc(OC)c1 (configuration not stated),-6,25,-5

Next part
Every second line gives: hcGAS lum | NPYLR7 ag | mcGAS lum
O=C(c1coc(Br)c1)N1CCCCC1
    0 | 11 | -3
COc1ccc(C(=O)Nc2c3c(nn2C(C)(C)C)CSC3)cc1OC
    -6 | -2 | -8
O=c1cc(CSc2nnc3n2CCCCC3)nc2ccc(Br)cn12
    -3 | 9 | ·
N#C/C(C(=O)NCc1ccccc1)=C1/N=C(NC(=O)c2cccnc2)c2ccccc21
    5 | -1 | ·
O=C(CSc1nc2c(-c3ccccc3)c[nH]c2c(=O)n1C1CC1)Nc1ccccc1
    1 | -2 | 0
CN(C)c1ccc(NC(=O)c2cccs2)cc1CN(CC1CC1)C(=O)c1ccccc1Cl
    1 | -18 | -1
O=C(O)CC(c1ccc(F)cc1)c1c[nH]c2ncc(Br)cc12 (configuration not stated)
    -8 | 5 | ·
CCC(c1nc2ccccc2c(=O)n1-c1ccc(F)cc1)N(CC(C)C)C(=O)Nc1cccc(Br)c1 (configuration not stated)
    -11 | · | -5
O=C(NCCc1cn[nH]c1)C1CCC(=O)N(CCCc2ccccc2)C1 (configuration not stated)
    -10 | -4 | -3
O=C(CN1C(=O)C2CCCN2C1=O)c1ccc2c(c1)CCCC2 (configuration not stated)
    -7 | 10 | -7
COc1ccc2cc(C(=O)Nc3cccc(C)c3)c(=N)oc2c1
    -5 | -5 | -5
COc1ccc(C=Nn2c(-c3ccc(OC)cc3)csc2=NC2CC2)cc1
    -6 | -3 | ·
C=CCn1nnnc1NCc1ccc(N(CC)CC)cc1
    0 | 2 | ·
CCCCCCc1ccc(C(=O)N2CCSC2c2ccccc2OCc2ccccc2)cc1 (configuration not stated)
    -5 | -10 | -5
COc1cc(CN2CCC(n3nccc3NC(=O)Cc3ccccc3)CC2)ccc1F
    -5 | 4 | -8
Cc1ccc(-c2csc3ncn(CC(=O)C(C)(C)C)c(=O)c23)s1
    1 | 2 | ·
CC(C)c1[nH]n(-c2ccccc2)c(=O)c1-c1ccc(NC(=O)c2ccccc2F)cc1
    -7 | 10 | -4
O=c1ccc(-c2ccco2)nn1Cc1cccc2ccccc12
    -9 | 9 | ·
CNC(=O)c1ccc(CN2C[C@H]3C[C@H](C2)[C@@H]2CCCC(=O)N2C3)o1
    -6 | 3 | ·
O=C(Cn1cc([N+](=O)[O-])nc1[N+](=O)[O-])N1CCN(c2ccc(F)cc2)CC1
    0 | 8 | ·
CC(C)C[C@@H](N)C(=O)N1CCC(Oc2ccccc2F)CC1
    -4 | 0 | -12
CCOC(=O)C(C)C(C#N)c1nc2ccccc2n1C (configuration not stated)
    -8 | 2 | ·
COc1ccccc1N1CCN(Cc2nc(N)nc(N3CCCCC3)n2)CC1
    -9 | 3 | -6
Cc1nnc(-c2cc(Br)ccc2N)[nH]c1=O
    -4 | 10 | ·
COc1ccc(CCNC(=O)Cn2ncn3nc(-c4ccccc4)cc3c2=O)cc1OC
    -2 | -9 | 1
CN(C)CCNc1nc2c(c(=O)[nH]c(=O)n2C)n1CCCc1ccccc1
    -9 | 17 | ·
O=C(NCc1ccco1)c1ccc(CSc2nnc(-c3ccncc3)n2Cc2ccccc2)cc1
    4 | -1 | 2
Cc1sc2nc(CN(Cc3ccccc3)CC(O)CN3CCOCC3)[nH]c(=O)c2c1C (configuration not stated)
    1 | 6 | -4
Cc1ccc(S(=O)(=O)N(C)CC(=O)N(C)c2ccc(C(N)=O)cc2)cc1
    -7 | 10 | ·
CCOc1ccc(NC(=O)N(Cc2ccc(OC)c(OS(C)(=O)=O)c2)C(C)C)cc1
    -8 | -1 | -6
COc1ccc(-c2ccc(C(=O)N(C)CC3(C)CCN(C)C3)o2)cc1 (configuration not stated)
    -1 | · | -1
CC(C)n1ccnc1-c1cc(NCc2ccccn2)nc2[nH]ccc12
    2 | -1 | ·
CCN(CC)S(=O)(=O)c1ccc2c(c1)nc(SCC#N)n2CC1CCCO1 (configuration not stated)
    -5 | 4 | -7
CCOc1ccc(C(=O)NS(=O)(=O)c2cc(Br)ccc2C)cc1OC
    0 | -4 | ·
CCC(N)(CC)c1ccc(Cl)c(Cl)c1
    2 | -9 | ·
COC(=O)[C@@H]1CCCN1Cc1cn(Cc2ccccc2)nc1-c1ccc2c(c1)OCO2
    -6 | 3 | ·
CC(NC(=O)CCCc1nc2ccccc2c(=O)[nH]1)c1ccccc1 (configuration not stated)
    -2 | -3 | -6
C/C=C/Cc1nnc(C(=O)N2CCC(O)(CO)C2)o1 (configuration not stated)
    -5 | 25 | ·
CSc1nc(N2CCCC2)c2cnn(CCNC(=O)c3ccc4ccccc4c3)c2n1
    -7 | · | -8
CCC(C)=NNC(=O)C(C)Oc1ccc(Cl)cc1C (configuration not stated)
    -6 | -7 | 2
COCCN(CC(=O)N(CCc1c[nH]c2ccccc12)Cc1ccc(C(F)(F)F)cc1)C(=O)c1ccc(F)cc1
    -7 | 21 | -4
COCc1cc(N2CCN(c3ccc(OC)cc3)CC2)nc(SCc2ccc(C(=O)NCc3ccccn3)o2)n1
    -4 | 4 | -4

Whole records, looked up by structure. Screens in order: hcGAS lum	NPYLR7 ag	mcGAS lum
`CC(NC(=O)CCCc1nc2ccccc2c(=O)[nH]1)c1ccccc1` (configuration not stated) is listed with -2	-3	-6
`CC(C)n1ccnc1-c1cc(NCc2ccccn2)nc2[nH]ccc12` is listed with 2	-1	·
`COc1ccc(-c2ccc(C(=O)N(C)CC3(C)CCN(C)C3)o2)cc1` (configuration not stated) is listed with -1	·	-1
`COCc1cc(N2CCN(c3ccc(OC)cc3)CC2)nc(SCc2ccc(C(=O)NCc3ccccn3)o2)n1` is listed with -4	4	-4
`COCCN(CC(=O)N(CCc1c[nH]c2ccccc12)Cc1ccc(C(F)(F)F)cc1)C(=O)c1ccc(F)cc1` is listed with -7	21	-4

A few values from the results shown.
In hcGAS lum, CCOc1ccc(C(=O)NS(=O)(=O)c2cc(Br)ccc2C)cc1OC has the entry 0
In mcGAS lum, CCC(C)=NNC(=O)C(C)Oc1ccc(Cl)cc1C (configuration not stated) has the entry 2
In NPYLR7 ag, CCC(N)(CC)c1ccc(Cl)c(Cl)c1 has the entry -9
In mcGAS lum, CCN(CC)S(=O)(=O)c1ccc2c(c1)nc(SCC#N)n2CC1CCCO1 (configuration not stated) has the entry -7
In hcGAS lum, C/C=C/Cc1nnc(C(=O)N2CCC(O)(CO)C2)o1 (configuration not stated) has the entry -5
